Assay outcomes from PubChem.
GC-A act – GC-A stimulated cGMP production enhancers – HEK293 GC-A cells, cGMP TR-FRET, EC30 ANP, primary screen; 370,000 tested, 0.14% active; Atrial natriuretic peptide receptor 1 (Homo sapiens), P16066; AID 1671463, 2021; 0% at EC30 ANP, 100% saturating ANP; activation, % at 10 µM; in the data active means activation above about 40%
ssDAF12 agonist – S. stercoralis DAF-12 nuclear receptor activators, primary screen, cell-based, luminescence, HEK293, GRIP1 co-expression, lit1-tk-luc | HEK293 ssDAF-12/GRIP1 lit1-tk-luc reporter; % of 3 µM dafachronic acid response | activation, % at 6.8 µM | 370,000 tested, 1% active | AID 652126, 2013;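 active means activation above the mean over all tested compounds plus 3 SD, cut at about 0.9% in these data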;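 further: 0% = DMSO-only wells and 100% = 3 µM delta7-dafachronic acid wells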
GAA850 FXN act – FXN promoter activators, primary screen, cell-based, luciferase luminescence, HEK293 lucGAA850; HEK293 lucGAA850 FXN promoter luciferase reporter, 24 h; percent of 10 µM SAHA response; activation, % at 6 µM; 360,000 tested, 0.56% active;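 active means activation above the average of all compounds screened plus 3 SD, cutoff fixed separately per campaign, cut at about 7.5% in these data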;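 further: 0% = DMSO wells and 100% = 10 µM SAHA wells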
DAX1 inh-1 – DAX1 (NR0B1) inhibitors, primary screen, cell-based, HEK293, Gal4-DAX1, luciferase luminescence; HEK293 Gal4-DAX1 luciferase reporter; inhibition, % at 6.75 µM; 340,000 tested, 0.99% active; AID 504766, 2011;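 active means inhibition above the mean over all tested compounds plus 3 SD, cut at about 4.2% in these data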;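 further: 0% = DAX1-transfected cells with DMSO and 100% = empty-vector control cells with DMSO; inhibition shows as a rise in luminescence from relieved DAX1 repression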
Target sequence (P51843 207-470 limits assumed): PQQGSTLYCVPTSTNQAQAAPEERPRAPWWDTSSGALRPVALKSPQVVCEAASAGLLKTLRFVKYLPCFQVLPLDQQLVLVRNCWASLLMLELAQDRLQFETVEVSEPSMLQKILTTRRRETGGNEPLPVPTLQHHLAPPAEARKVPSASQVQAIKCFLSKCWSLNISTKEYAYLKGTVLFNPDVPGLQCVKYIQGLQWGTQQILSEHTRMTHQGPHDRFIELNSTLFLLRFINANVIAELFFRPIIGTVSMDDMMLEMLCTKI
hcDAF12 agonist – H. contortus DAF-12 nuclear receptor activators, primary screen, cell-based, luminescence, HEK293, lit1-tk-luc reporter; HEK293 hcDAF-12 lit1-tk-luc reporter; 0% DMSO, 100% Δ7-dafachronic acid; activation, % at 6.8 µM; 370,000 tested, 1.4% active;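 active means activation above the mean of all tested compounds plus 3 SD, cut at about 5.5% in these data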;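 further: 100% = response to 3 µM Δ7-dafachronic acid high control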
ADAM10 inh – human ADAM10 inhibitors, primary screen, biochemical, QFRET, HTS; Disintegrin and metalloproteinase domain-containing protein 10 (Homo sapiens), O14672; 370,000 tested, 0.62% active; inhibition, % at 7 µM; recombinant ADAM10, EDANS/DABCYL FRET peptide cleavage, 3 h;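 active means inhibition above a per-campaign cutoff equal to the mean of compounds falling between control-based bounds plus 3 SD, cut at about 20% in these data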;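 further: 0% = DMSO wells while the 100% control is not disclosed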
DAX1 inh-2 – DAX1 (NR0B1) inhibitors on StAR promoter, primary screen, cell-based, luminescence, SF-1 (NR5A1), full-length DAX-1; HEK293T StAR-luciferase reporter, SF-1/DAX-1 repression relief; inhibition, % at 6.8 µM; 370,000 tested, 1.1% active; AID 652010, 2013;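 active means inhibition above the mean over all tested compounds plus 3 SD, cut at about 3.6% in these data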;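 further: 0% = DAX-1 cells with DMSO and 100% = cells lacking DAX-1 with DMSO; higher inhibition means more luminescence from relief of DAX-1 repression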
PG9 Ab binder – binders of HIV-1 gp120 antibody PG9, primary screen, biochemical, TR-FRET; inhibition, % at 6.7 µM; 360,000 tested, 0.43% active; HIV-1 gp120 / PG9 antibody interaction; TR-FRET gp120-PG9 antibody binding; in the data active means inhibition above about 8.5%
ADAM17 inh – ADAM17 inhibitors, primary screen, biochemical, QFRET | 370,000 tested, 0.83% active | recombinant ADAM17, EDANS/DABCYL FRET peptide cleavage | inhibition, % at 6.95 µM;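 active means inhibition above the mean of compounds lying between control limits plus 3 SD, set per campaign, cut at about 8.5% in these data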;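 further: 0% = DMSO-only wells as the low control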
Target sequence (P78536 215-824 limits assumed): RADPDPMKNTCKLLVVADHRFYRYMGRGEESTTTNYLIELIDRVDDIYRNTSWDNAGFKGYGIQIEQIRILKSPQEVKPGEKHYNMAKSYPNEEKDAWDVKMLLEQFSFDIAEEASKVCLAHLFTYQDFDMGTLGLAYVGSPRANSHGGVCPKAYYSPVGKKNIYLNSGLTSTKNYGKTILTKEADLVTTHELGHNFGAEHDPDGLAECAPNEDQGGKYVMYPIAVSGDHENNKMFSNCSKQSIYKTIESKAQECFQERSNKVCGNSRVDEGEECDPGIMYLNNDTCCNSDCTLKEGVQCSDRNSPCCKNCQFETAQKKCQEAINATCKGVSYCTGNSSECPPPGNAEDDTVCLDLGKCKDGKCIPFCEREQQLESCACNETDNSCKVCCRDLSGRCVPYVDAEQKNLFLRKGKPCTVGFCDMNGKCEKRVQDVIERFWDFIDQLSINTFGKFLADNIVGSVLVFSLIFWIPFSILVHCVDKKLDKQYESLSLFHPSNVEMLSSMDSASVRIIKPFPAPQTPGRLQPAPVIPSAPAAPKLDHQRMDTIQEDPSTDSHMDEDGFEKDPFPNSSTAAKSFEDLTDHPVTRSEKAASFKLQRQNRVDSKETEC
hgDAF12 agonist – H. glycines DAF-12 receptor agonists, primary screen, cell-based, luminescence, HEK293, GAL4 fusion, UAS-luciferase; Nuclear hormone receptor DAF-12 (Heterodera glycines), GAL4 fusion; HEK293 GAL4-hgDAF12 UAS-luciferase reporter, agonist luminescence; normalized to butyrate control; activation, % at 6.8 µM; 370,000 tested, 1.8% active; AID 687014, 2013;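 active means activation above a cutoff set at the mean of all screened compounds plus 3 SD, cut at about 10% in these data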;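 further: 0% = DMSO wells and 100% = sodium butyrate wells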
SMARCA2 act – SMARCA2 (BRM) function activators, primary screen, cell-based, luminescence, high throughput; activation, % at 9.1 µM; 370,000 tested, 1% active; MG213 cells, MMTV-luciferase reporter, dexamethasone, overnight; in the data active means activation above about 7.8%;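 further: 0% = vehicle wells and 100% = reference activator wells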
The depositor's hits bear a star.

The opening 3 records as a preview:
SMILES | GC-A act | ssDAF12 agonist | GAA850 FXN act | DAX1 inh-1 | hcDAF12 agonist | ADAM10 inh | DAX1 inh-2 | PG9 Ab binder | ADAM17 inh | hgDAF12 agonist | SMARCA2 act
CNC(=O)[C@@]1(C)C=C[C@@H](Cc2ccccc2)N1C(=O)OC | 0 | -0.7 | 1.2 | 0.3 | 0.4 | 2 | 0.3 | -1.4 | -5 | 2.3 | 2
Cc1ccc2nc(CSc3nnc(-c4ccco4)o3)cc(=O)n2c1 | 1 | -1.2 | -2.2 | -0.7 | -0.8 | -36 | 0.7 | -1.4 | -11 | 0.4 | 3
CCOC(=O)c1c(C)[nH]c(C)c1C(=O)COc1ccc(NC(=O)c2ccco2)cc1 | 8 | -1.1 | -1.0 | -0.3 | -1.5 | -4 | -0.2 | 0.0 | -5 | 0.7 | 0

All compounds of this part (from the top)
SMILES | GC-A act | ssDAF12 agonist | GAA850 FXN act | DAX1 inh-1 | hcDAF12 agonist | ADAM10 inh | DAX1 inh-2 | PG9 Ab binder | ADAM17 inh | hgDAF12 agonist | SMARCA2 act
CNC(=O)[C@@]1(C)C=C[C@@H](Cc2ccccc2)N1C(=O)OC | 0 | -0.7 | 1.2 | 0.3 | 0.4 | 2 | 0.3 | -1.4 | -5 | 2.3 | 2
Cc1ccc2nc(CSc3nnc(-c4ccco4)o3)cc(=O)n2c1 | 1 | -1.2 | -2.2 | -0.7 | -0.8 | -36 | 0.7 | -1.4 | -11 | 0.4 | 3
CCOC(=O)c1c(C)[nH]c(C)c1C(=O)COc1ccc(NC(=O)c2ccco2)cc1 | 8 | -1.1 | -1.0 | -0.3 | -1.5 | -4 | -0.2 | 0.0 | -5 | 0.7 | 0
CCSc1nnc(C)c(=O)n1COC(=O)c1ccc(S(=O)(=O)N2CCCC2)cc1 | -1 | -1.1 | 1.0 | 0.0 | -0.8 | 6 | -0.3 | -1.0 | -1 | 4.2 | 2
O=C(Nc1sc2c(c1C(=O)O)CCC2)c1ccc(F)cc1 | -4 | 0.0 | 2.6 | 0.2 | -0.4 | 2 | -0.1 | 0.7 | 1 | -0.8 | -1
O=C(COC(=O)c1c(F)cccc1Cl)NC1CCCCC1 | 1 | 1.0* | 3.7 | 0.6 | 2.4 | -9 | 2.5 | 0.8 | 0 | 6.0 | 3
O=[N+]([O-])c1ccc(-c2ccc(/C=N/c3c(-c4ccco4)nc4ccccn34)o2)cc1 | 8 | -0.8 | 2.0 | 0.6 | 0.7 | -72 | 0.1 | -25 | -15 | -1.1 | -3
COc1ccc(N=Nc2nc3cc(Br)c(Br)cc3n2C)c(OC)c1 | 7 | 1.6* | 3.7 | -0.6 | 0.9 | -1 | 0.1 | -2.5 | -4 | 0.2 | -1
COc1cccc(CSc2nnc(-c3ccncc3)n2C)c1 | -2 | -1.8 | 2.0 | 2.0 | -1.6 | -1 | -0.1 | 0.3 | -5 | -1.8 | -2
O=C1c2ccccc2C(=O)N1CCCCSc1nnc(-c2ccc(OC(F)F)cc2)o1 | 9 | -1.0 | 4.6 | -0.1 | -1.7 | -4 | -0.4 | -0.3 | -3 | -3.6 | -2
O=C(Nc1ccc([N+](=O)[O-])cn1)C1CC2CCC1C2 (configuration not stated) | 8 | -0.7 | 2.2 | 0.4 | 2.9 | 10 | -0.5 | 0.3 | 3 | 3.3 | 1
CCOc1ccc(OCCC(=O)N(CC)CC(=O)Nc2ccccc2OC)cc1 | 3 | -1.5 | -1.4 | -1.5 | -2.2 | -2 | -0.1 | 0.2 | -2 | 0.7 | -2
COc1ccc(NC(=O)C2C3C=CC4(O3)C2C(=O)N(CCN2CCCCC2C)C4C(=O)NC2CCCC(C)C2C)cc1 (configuration not stated) | 1 | -0.8 | -1.4 | -1.0 | -2.5 | -5 | -0.1 | 0.5 | -2 | 1.0 | 3
Nc1ccc2oc(-c3ccccc3Cl)nc2c1 | 26 | -1.0 | -8.2 | -1.6 | 0.7 | -14 | 3.0 | 1.9 | -7 | 7.0 | -2
COc1ccc(-n2c(C)cc(C(=O)COc3ccc(-n4cnnn4)cc3)c2C)cc1 | 0 | -1.5 | 5.0 | -1.5 | -2.2 | -5 | -0.6 | 1.4 | -2 | -2.8 | -3
Cn1c(=O)[nH]c(=O)c2c1nc(NCc1ccco1)n2Cc1ccccc1Cl | 10 | -0.7 | 0.9 | 0.3 | 0.6 | 6 | 0.1 | 0.6 | 0 | -2.5 | 1
O=C1CS/C(=N/N=C/c2ccccc2)N1Cc1ccco1 | 4 | -1.1 | 1.5 | 2.5 | -0.3 | 3 | -0.2 | -2.2 | 1 | 2.3 | 0
Cc1ccc(S(=O)(=O)NNC(=S)Nc2ccccc2)cc1 | 10 | -0.9 | -1.1 | 0.2 | -0.1 | -5 | 0.0 | 0.4 | -7 | 0.4 | -1
CCNC(=S)N(CCN(C)C)Cc1cc2cc3c(cc2[nH]c1=O)OCO3 | 1 | -1.2 | 2.3 | -0.2 | 1.0 | -327 | 0.2 | -0.3 | -140 | 3.6 | -1
O=C(NCC(c1ccco1)N1CCc2ccccc2C1)c1cccc(Br)c1 (configuration not stated) | 0 | -0.7 | 0.9 | -0.6 | -0.9 | 4 | -0.3 | 0.1 | 1 | -2.5 | -1
CC1CCCC(NC(=O)COC(=O)Cc2ccc(Cl)cc2)C1C (configuration not stated) | 1 | 0.3 | -1.6 | -0.9 | 0.8 | -4 | -0.1 | -0.6 | -3 | 0.2 | 2
Cc1ccc(NC(=O)CN2C(=O)NC3(CCCc4ccccc43)C2=O)cc1S(=O)(=O)N1CCOCC1 (configuration not stated) | 1 | 0.1 | 0.5 | -1.2 | -1.0 | 14 | 0.0 | -3.5 | 5 | -1.7 | -1
CO/N=C/NC(=O)NOCc1ncc(C(F)(F)F)cc1Cl | -9 | -1.5 | 2.1 | -0.4 | -0.3 | 1 | -0.4 | 0.5 | 5 | 1.9 | 0
Clc1ccccc1Cc1noc(CN2CCSCC2)n1 | 0 | -1.0 | 2.0 | -0.7 | 0.5 | 6 | -0.6 | -3.6 | -5 | 1.4 | 3
Cc1ccc(NC(=O)CN(C)C(=O)C2CSC3(C)CCC(=O)N23)cc1 (configuration not stated) | 1 | -0.5 | 0.8 | 3.5 | -1.2 | -4 | -0.5 | -0.5 | -1 | 2.3 | -2
O=C(/C=C/c1ccc(Cl)cc1)NCCN1CCOCC1 | 6 | -1.0 | -0.7 | -0.3 | -0.4 | -4 | 1.0 | 0.0 | 4 | 0.9 | -2
O=C1CN(S(=O)(=O)c2ccc(F)cc2)c2ccccc2N1 | -1 | -1.1 | -0.4 | 0.5 | -0.4 | 2 | 0.2 | -0.7 | 2 | 1.6 | 4
Clc1ccc(CN(Cc2ccccc2)C(c2cccs2)c2nnnn2C2CCCC2)cc1 (configuration not stated) | -10 | -1.1 | -1.0 | -0.2 | 0.3 | 1 | -0.2 | 0.0 | -2 | -0.8 | -4
Cc1c(Cl)cccc1NC(=O)CCN1CCN(CCO)CC1 | 4 | -0.6 | 1.4 | -0.7 | -0.6 | 0 | -0.3 | -2.3 | -1 | -0.7 | -3
CCN(Cc1ccncc1)Cc1c(O)ccc2ccccc12 | -2 | -0.3 | 1.2 | -0.6 | -0.2 | -37 | -0.8 | 1.7 | -15 | -0.2 | -1
COc1cc2nc(Cl)nc(N3CCCCC3)c2cc1OC | -2 | -1.0 | 1.8 | -0.7 | -1.1 | -2 | 0.0 | 0.9 | -2 | 0.9 | 1
NC(=O)c1nsc(C(=O)N(Cc2ccco2)C(C(=O)NCC2CCCO2)c2ccc(O)cc2)c1N (configuration not stated) | -2 | -0.8 | 0.1 | -0.3 | -0.6 | -130 | 0.2 | 0.1 | -36 | 1.8 | -3
COc1ccc(C(=O)N[C@H]2CCCCNC2=O)cc1OC1CCN(C(C)C)CC1 | 3 | -1.2 | -1.4 | 0.8 | 0.3 | -1 | 0.1 | -1.2 | -4 | 0.9 | 3
O=C1OCC(c2ccccc2)=C1c1ccc(S(=O)(=O)N2CCOCC2)s1 | -7 | -0.3 | -1.2 | -0.4 | 0.7 | -4 | 0.4 | -1.4 | 0 | 1.6 | 2
Cc1ccc(S(=O)(=O)Nc2ccncc2)c(C)c1N(C)S(=O)(=O)c1ccc(F)cc1 | 0 | -1.5 | -0.3 | 0.8 | 5.7* | 1 | -0.1 | -1.0 | 3 | -0.9 | -2
Cc1ccccc1OCC(=O)N/N=C1\CC(=O)CC(C)(C)C1 | 3 | -0.8 | 0.4 | -1.0 | 0.0 | -9 | 0.2 | -4.0 | -2 | -1.0 | -2
N#Cc1nc(-c2ccco2)oc1NCCCN1CCOCC1 | 4 | -1.6 | 2.4 | 2.9 | -1.0 | -255 | -0.1 | -1.5 | -76 | 3.6 | 1
COc1ccc(CCN2CC(C(=O)NCc3cc(C(C)C)no3)CCC2=O)cc1 (configuration not stated) | -1 | -0.8 | 1.1 | 0.0 | -1.3 | 2 | -0.7 | 1.1 | -1 | 1.0 | -1
COc1ccc(C(=O)NCC(=O)OCC(=O)NCc2ccc3c(c2)OCO3)cc1 | 2 | -0.9 | -1.0 | 1.6 | 0.7 | 5 | -0.4 | 0.4 | 0 | 1.1 | -2
CCN(CC)S(=O)(=O)c1cccc(-c2nnc(SCCOc3ccccc3)o2)c1 | -4 | -1.0 | -0.5 | -1.2 | -2.5 | 9 | -1.5 | -1.6 | 4 | -0.7 | -1
CCO[C@H]1OC(C(=O)N2CCN(C)CC2)=C[C@@H](c2ccc3c(c2)OCO3)[C@@H]1CCCO | 0 | -1.3 | -0.1 | 0.4 | -0.1 | 3 | -0.5 | -1.4 | 7 | -1.6 | -1
Cc1ccc(S(=O)(=O)NCC(=O)OCC(=O)Nc2ccccc2OC(F)F)cc1 | 2 | -1.2 | 0.1 | 5.9* | -1.1 | -1 | -0.1 | -2.5 | 0 | -0.8 | -3
N#C/C(=C\c1ccc(OCCN2CCOCC2)cc1)C(=O)Nc1ccccc1F | -1 | -0.4 | 2.6 | 0.0 | -1.6 | -24 | -0.7 | -1.8 | -12 | -2.6 | 1
Cc1ccc(N(CC(=O)NCCc2ccccc2)C(=O)c2csnn2)cc1 | 1 | -1.2 | 0.6 | -0.9 | 0.0 | -3 | -0.4 | -0.4 | -1 | 3.5 | -2
CC(C)(C)c1nc2ccccc2c2nnc(SCC(=O)Nc3nccs3)n12 | -10 | -1.6 | -1.4 | -0.4 | -1.3 | 5 | 0.7 | -0.7 | -1 | 0.3 | -3
